# From PubChem
# NPY Y1 blocker: NPY-Y1 receptor antagonists, primary screen, cell-based | inhibition, % at 3.6 µM | 1% of 200,000 active | Neuropeptide Y receptor type 1 (Homo sapiens), P25929 | HEK293-CNG Y1 cells, membrane potential fluorescence; NPY at EC95, then isoproterenol | AID 1040, 2008;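 active = inhibition above the campaign mean inhibition of all tested compounds plus 3 SD, cut at about 20% in these data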;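 also: 0% = DMSO wells given NPY plus isoproterenol and 100% = isoproterenol alone without NPY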
#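 System: HEK293 cells with Y1 receptor plus CNG channel / Probe or stimulus: NPY 25 nM then isoproterenol 1 µM plus Ro 20-1724 25 µM / Compound: one concentration, 3.6 µM, in 0.4% DMSO / Schedule: compound incubation 1 h at room temperature, readout 45 min post-stimulation / Measured by: membrane potential fluorescence / Read-out: % inhibition of NPY effect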
# PGE2 EP2 inh: human EP2 receptor antagonists, primary screen, TR-FRET cAMP, C6 glioma cells. Prostaglandin E2 receptor EP2 subtype (Homo sapiens), P43116. C6 glioma cells expressing human EP2; cells stimulated with saturating PGE2. inhibition, % at 25 µM. 0.52% of 260,000 active. AID 1422, 2008;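 active = percent inhibition above 40 after rounding to a whole number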;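 also: rat C6 glioma host cells with rolipram phosphodiesterase inhibitor present; the protocol text gives 20 µM as final concentration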
# Target sequence (P43116 whole entry, looked up): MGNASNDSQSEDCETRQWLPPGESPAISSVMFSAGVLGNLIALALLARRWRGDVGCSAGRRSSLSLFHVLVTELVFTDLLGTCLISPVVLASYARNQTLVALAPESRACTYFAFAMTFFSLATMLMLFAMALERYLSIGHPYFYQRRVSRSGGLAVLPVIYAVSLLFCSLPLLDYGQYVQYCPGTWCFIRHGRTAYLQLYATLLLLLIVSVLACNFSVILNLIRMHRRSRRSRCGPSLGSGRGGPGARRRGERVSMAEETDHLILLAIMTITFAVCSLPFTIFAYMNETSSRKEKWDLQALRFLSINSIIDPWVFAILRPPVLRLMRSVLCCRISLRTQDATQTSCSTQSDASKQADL
# 14-3-3 Bad inh: inhibitors of 14-3-3 zeta/Bad binding, primary screen, biochemical, TR-FRET, bovine 14-3-3 zeta | 14-3-3 protein zeta/delta (Bos taurus), P63103 | TR-FRET 14-3-3zeta/Dy647-pBad peptide displacement, 1 h | inhibition, % at 21.7 µM | 0.71% of 220,000 active | AID 781, 2007;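 active = inhibition above about 70%, limit read from the data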;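 also: 0% = full 14-3-3 plus peptide FRET controls and 100% = background without 14-3-3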
# NPY1 pot ag: NPY-Y1 receptor potentiators or agonists, primary screen, cell-based | NPY-Y1 expressing cells, potentiator/agonist activation | activation, % at 3.6 µM | 0.37% of 220,000 active; in the data active = activation above about 33%, passing the limit was not always enough;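 also: cells stimulated with NPY at EC10 then isoproterenol at EC100; 0% = low agonist plus stimulus and 100% = saturating agonist plus stimulus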
# EP2 mod: EP2 receptor modulators, cAMP readout, primary screen, cell-based, HTRF cAMP, PGE2 stimulation | AID 940, 2007 | EP2-expressing cells, cAMP HTRF FRET, PGE2 co-stimulation | induction, % at 25 µM | 0.83% of 260,000 active | Prostaglandin E2 receptor EP2 subtype (Homo sapiens), P43116;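 active = compounds whose cAMP rise, as percent of the full-agonist control response, exceeds 60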;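 also: rat C6 glioma line stably carrying human EP2 under a CMV promoter; the protocol text gives 20 µM as final concentration; 100% = response of wells given 1 µM PGE2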
# TRPN1 ag: zebrafish TRPN1 channel agonists, primary screen, cell-based, HEK293, calcium fluorescence; HEK293 zebrafish TRPN1-YFP, Fluo-8 calcium fluorescence; 100% = response to 87 µM carbachol; activation, % at 3 µM; 0.18% of 220,000 active; AID 1424, 2008;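 active = activation above its plate's cutoff, the mean activation of test wells on that plate plus 3 SD, cut at about 19% in these data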;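 also: 0% = DMSO alone and 100% = 87 µM carbachol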
#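 System: zebrafish TRPN1-YFP in HEK293 cells / Dosing: 3 µM single point / Timing: dye loading 1 h at 37 °C, then 30 min room temperature / Signal: Fluo-8 calcium fluorescence, excitation 470-495 nm, emission 515-575 nm / Read-out basis: percent activation from peak over basal fluorescence ratio, control-normalized / Control set: high carbachol 87 µM, low DMSO alone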
# CHOP inhibitor: inhibitors of CHOP promoter induction, primary screen, cell-based, unfolded protein response, luciferase reporter | CHO-K1 CHOP-promoter luciferase, tunicamycin-induced, 15-18 h | 3.8% of 220,000 active | inhibition, % at 10 µM;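 active = compounds that reduced the stress-induced luciferase reporter signal by more than about 70% of percent inhibition, limit read from the data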;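 also: 0% = tunicamycin plus vehicle and 100% = wells without tunicamycin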
# TRPML3 ag: human TRPML3 channel agonists, primary screen, cell-based, HEK293 TRPML3-YFP, Fluo-8 calcium fluorescence, 3 µM. Mucolipin-3 (Homo sapiens), Q8TDD5. AID 1448, 2008. 0.29% of 220,000 active. activation, % at 3 µM. 100% = the carbachol control signal;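 active = activation above its plate's cutoff, the mean activation of the plate's test wells plus 3 SD, cut at about 12% in these data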;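 also: 0% = DMSO only wells and 100% = carbachol wells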
# Target sequence (Q8TDD5 whole entry, looked up): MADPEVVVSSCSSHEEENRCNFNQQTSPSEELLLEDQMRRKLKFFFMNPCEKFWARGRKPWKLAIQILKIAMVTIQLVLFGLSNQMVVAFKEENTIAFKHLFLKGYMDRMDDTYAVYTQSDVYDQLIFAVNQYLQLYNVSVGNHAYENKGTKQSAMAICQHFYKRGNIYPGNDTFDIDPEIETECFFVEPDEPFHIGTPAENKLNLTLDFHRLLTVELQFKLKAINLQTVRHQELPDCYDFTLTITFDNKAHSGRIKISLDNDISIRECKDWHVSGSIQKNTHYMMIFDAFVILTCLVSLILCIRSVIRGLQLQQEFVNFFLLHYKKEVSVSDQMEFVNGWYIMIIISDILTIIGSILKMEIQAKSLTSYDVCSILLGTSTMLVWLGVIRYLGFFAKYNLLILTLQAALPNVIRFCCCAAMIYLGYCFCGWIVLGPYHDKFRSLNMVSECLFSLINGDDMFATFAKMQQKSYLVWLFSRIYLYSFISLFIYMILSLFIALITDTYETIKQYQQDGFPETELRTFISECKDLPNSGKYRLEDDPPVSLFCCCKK
#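 Material: HEK293 cells stably carrying human TRPML3-YFP; compound dosing: single dose, 3 µM final nominal compound, 0.3% DMSO final; incubation: 1-h 37 °C dye load, 5-s basal, 120-s post-compound reads; technique: Fluo-8 intracellular calcium fluorescence, excitation 470-495 nm, emission 515-575 nm; read-out basis: percent activation from peak-to-basal fluorescence ratio, scaled between DMSO and carbachol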
# PPC-1+TRAIL kill: compounds killing PPC-1 cancer cells with TRAIL present, primary screen, TRAIL potentiator project, ATPLite luminescence, uHTS; AID 1443, 2008; 0.41% of 220,000 active; PPC-1 cells + TRAIL, ATPLite viability luminescence; cell killing (% activity), % at 4 µM;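 active = cell killing above 50% in the first pass at 4 µM, then a duplicate retest at 5 µM averaging 50% or more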;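 also: plate controls were cells with TRAIL plus DMSO for no effect and medium-only wells lacking cells for full effect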
# * hit, by the source's call; . = not tested or not shown; & = joins results of further samples; [ ] = remark or other dose. Not all compounds are listed; the hit share may differ from the screen's.
SMILES,NPY Y1 blocker,PGE2 EP2 inh,14-3-3 Bad inh,NPY1 pot ag,EP2 mod,TRPN1 ag,CHOP inhibitor,TRPML3 ag,PPC-1+TRAIL kill
O=C(c1ccccc1)c1ccc2c(c1)OCCOCCOCCO2,.,8,69,-6,-16,1.3,3,0.9,21
Cc1ccc(OCC(=O)N/N=C\c2c(C)n(C)c3ccccc23)c([N+](=O)[O-])c1,-2,9,0[fluorescence artefact?],-10,-14,-0.5,27,-0.8,-18
CC(C)(C)c1cc(CNC2CS(=O)(=O)C[C@@H]2O)cc(C(C)(C)C)c1O (some centres not stated),-1,25,-13,-3,48,0.6,36,-0.3,-4
CCOc1ccc(CN(C)CC(=O)Nc2cccc(S(=O)(=O)N(C)c3ccccc3)c2)cc1,7,4,31,-29,24,-0.4,16,0.5,1
CCC(=O)NC(c1cccs1)c1cc([N+](=O)[O-])c2cccnc2c1O (configuration not stated),-2,17,-1,-27,32,0.8,54,0.6,29
CCCn1c(C)cc(/C=C(\C#N)C(=O)OCC(=O)NC(=O)NCC)c1C,4,8,3,-18,-1,-1.0,20,0.7,1
Cc1cccc(C(=O)NCCc2csc(C)n2)c1,-2,14,3,4,8,-0.6,3,-0.5,12
c1ccc2c(c1)C(=NC1CCCCC1)NC2=NC1CCCCC1,2,16,2,21,-20,6.3,5,1.5,20
Cc1ccc2cc(CN(CC3CCCO3)C(=O)NC3CCCCC3)c(=O)[nH]c2c1C (configuration not stated),1,7,2,17,15,-0.5,23,1.0,-3
CCOC(=O)C1(CCc2ccccc2)CCN(Cc2cnc(N(C)C)s2)CC1,8,3,-9,-13,11,3.9,-1,1.7,7
Clc1ccc(Cl)c2sc(N3CCCC3)nc12,-5,2,0,-21,18,0.5,47,0.9,-8
COc1cccc(N2CCN(C(=O)c3cccnc3)CC2)c1,4,-1,11[fluorescence artefact?],12,23,3.4,-5,0.9,4
N#CCSc1nnc(-c2ccccc2O)n1CCc1ccccc1,-1,7,-13,18,13,0.1,13,0.4,24
Cc1cc(C)c(C#N)c(SCC(=O)c2ccccc2)n1,3,15,3,-4,11,-1.5,16,-0.4,11
O=C(O)C1CC(O)CN1C(=S)Nc1ccccc1 (configuration not stated),6,4,-5,26,8,-1.0,1,0.2,1
CC1(C)CC(=O)C2=C(C1)OC(c1cccs1)C(C#N)=C2N (configuration not stated),-2,8,4,13,4,-0.4,-13,-0.8,-4
COc1ccc(CN=Nc2cc(C)nc(NS(=O)(=O)c3ccccc3Cl)n2)cc1,2,8,14,14,9,-1.1,59,-0.5,5
O=C(O)Cc1csc(-c2cccc(Oc3ccccc3)c2)n1,.,15&11,-2&-1,-2&-20,22&27,0.4&1.1,9&8,0.2&-0.3,3
CCN(CCO)Cc1csc2ccccc12,5,6,31,-2,3,0.7,12,-0.2,22
c1ccc(CN2CCN(c3nc(NCc4ccco4)c4ccccc4n3)CC2)cc1,31*,18,37,-26,10,-1.8,50,-0.1,-7
CC(C)(C)c1nnc2sc(SCC(=O)N3CCCc4ccccc43)nn2c1=O,1,6,3,-17,43,-0.5,54,-0.7,16
Cc1ccc(C(=O)NN2C(=O)C3C4C=CC([C@@H]3C2=O)C42CC2)cc1 (some centres not stated),.,7,-3,7,20,0.3,-3,0.3,12
Cc1nc2cc(C(=O)OCC(=O)Nc3cccc(Cl)c3)ccc2n1-c1ccccc1,4,10,-3,-36,-16,-0.6,39,0.0,20
COc1ccc(-c2cc3nc4c(c(N5CCC6(CC5)OCCO6)n3n2)CCC4)cc1,4,10,-8,-8,37,0.2,-3,0.2,-1
COc1ccc(CC(=O)Nc2ccc(C(=O)NCC(C)C)cc2)cc1,-4,15,-4,-15,-9,0.0,25,1.9,18
COc1ccc2c(c1)c(=O)cc(-c1ccccc1)n2C,5,14,-4[fluorescence artefact?],-10,-10,0.1,-13,0.3,23
Cc1nn(C)c(C(=O)N2CCN(C(=O)c3ccco3)CC2)c1[N+](=O)[O-],5,4,2[fluorescence artefact?],7,19,0.1,9,1.5,8
O=C(c1ccc(Cl)cc1)[C@@H]1[C@@H]2C(=O)N(c3cccc4ccccc34)C(=O)[C@@H]2C2c3ccccc3C=NN21 (some centres not stated),5,5,2,-6,18,1.1,14,1.0,9
Cc1nn(CC(=O)NC(C)C)c(C)c1[N+](=O)[O-],-2,5,-7,12,4,2.6,-13,0.9,8
O=C(C1CCCN(S(=O)(=O)c2ccccc2)C1)N1CCCc2ccccc21 (configuration not stated),2,18,-3,-40,8,-0.2,13,0.2,21

# Reformatted with two lines to a compound: entries from further up
# The line under a structure holds: NPY Y1 blocker, PGE2 EP2 inh, 14-3-3 Bad inh, NPY1 pot ag, EP2 mod, TRPN1 ag, CHOP inhibitor, TRPML3 ag, PPC-1+TRAIL kill
O=C(c1ccccc1)c1ccc2c(c1)OCCOCCOCCO2
    ., 8, 69, -6, -16, 1.3, 3, 0.9, 21
Cc1ccc(OCC(=O)N/N=C\c2c(C)n(C)c3ccccc23)c([N+](=O)[O-])c1
    -2, 9, 0[fluorescence artefact?], -10, -14, -0.5, 27, -0.8, -18
CC(C)(C)c1cc(CNC2CS(=O)(=O)C[C@@H]2O)cc(C(C)(C)C)c1O (some centres not stated)
    -1, 25, -13, -3, 48, 0.6, 36, -0.3, -4
CCOc1ccc(CN(C)CC(=O)Nc2cccc(S(=O)(=O)N(C)c3ccccc3)c2)cc1
    7, 4, 31, -29, 24, -0.4, 16, 0.5, 1
CCC(=O)NC(c1cccs1)c1cc([N+](=O)[O-])c2cccnc2c1O (configuration not stated)
    -2, 17, -1, -27, 32, 0.8, 54, 0.6, 29
CCCn1c(C)cc(/C=C(\C#N)C(=O)OCC(=O)NC(=O)NCC)c1C
    4, 8, 3, -18, -1, -1.0, 20, 0.7, 1
Cc1cccc(C(=O)NCCc2csc(C)n2)c1
    -2, 14, 3, 4, 8, -0.6, 3, -0.5, 12
c1ccc2c(c1)C(=NC1CCCCC1)NC2=NC1CCCCC1
    2, 16, 2, 21, -20, 6.3, 5, 1.5, 20
Cc1ccc2cc(CN(CC3CCCO3)C(=O)NC3CCCCC3)c(=O)[nH]c2c1C (configuration not stated)
    1, 7, 2, 17, 15, -0.5, 23, 1.0, -3
CCOC(=O)C1(CCc2ccccc2)CCN(Cc2cnc(N(C)C)s2)CC1
    8, 3, -9, -13, 11, 3.9, -1, 1.7, 7

# Following part
SMILES,NPY Y1 blocker,PGE2 EP2 inh,14-3-3 Bad inh,NPY1 pot ag,EP2 mod,TRPN1 ag,CHOP inhibitor,TRPML3 ag,PPC-1+TRAIL kill
O=C1c2[nH]nc(-c3ccccc3O)c2C(c2ccccc2)N1Cc1ccco1 (configuration not stated),9,10,6,14,13,-0.4,-7,-0.9,-16
O=C(CN(c1ccccn1)S(=O)(=O)c1ccc(F)cc1)Nc1ccc(F)cc1F,7,11,7,-1,0,-0.3,33,-0.1,-7
COc1ccc(OC)c(C2=C/C(=C/c3ccccn3)C(=O)O2)c1,4,7,5,-8,-33,2.0,-4,1.5,4
CC(=O)c1ccc(O)c(CC=C(C)C)c1,.,15,-3,.,28,.,16,.,18
CCOc1ccccc1N1CC(C(=O)N2CCc3ccccc3C2)CC1=O (configuration not stated),-5,8,3,2,15,0.5,-13,0.8,20
CCCCCCCc1n[nH]c(=S)n1Cc1ccccc1,.,10,-7,12,50,-2.4,23,-0.6,-1
O=c1c2ccccc2nc2n1CCS2(=O)=O,.,3,0,-15,-30,1.0,84*,0.8,23
O=C(NNC(=O)c1ccncc1)Nc1cccc([N+](=O)[O-])c1,-3,7,-13,-7,2,0.9,16,0.7,5
CC(=O)c1cc2c(cc1NC(=O)CN1CCCCCC1)OCO2,-2,9,65,-3,31,-0.5,34,-0.2,-14
CC(C)NC(=O)c1ccc2c(=O)n(C3CCCC3)c(=S)[nH]c2c1,2,12,-1[fluorescence artefact?],0,-9,1.0,2,1.8,-3
CCCOC(=O)Nc1ccc(C(N)=O)cc1,5,7,-6[fluorescence artefact?],21,4,1.0,28,0.2,9
COc1cccc(NC(=O)N2CCN(S(C)(=O)=O)CC2)c1,-1,0,5,-3,11,1.5,3,1.1,10
CCOc1ccc(NC(=O)CN2CCN(CC(=O)Nc3ccc4c(c3)OCO4)CC2)cc1,-2,7,8,-14,-14,-0.8,53,-0.2,12
COc1cc2nc(C3CCC3)n(NC(=O)c3ccco3)c(=O)c2cc1OC,-2,8,1,5,13,1.9,-9,0.8,.
CCc1ccc(CNCc2ccc(F)cc2)cc1,3,5,8,-21,2,0.5,-8,-0.1,66*
CC(=O)c1ccc(NC(=O)CSc2ccsc2[N+](=O)[O-])cc1,-6,9,15,15,-11,-0.3,6,0.4,17
CCc1nc2cc(Cl)c(Cl)cc2[nH]1,0,5,-1,-33,-35,-0.7,7,-0.1,20
Cn1cc(CN2CCCC(CNC(=O)c3ccc4c(c3)OCO4)C2)c2ccccc21 (configuration not stated),9,10,0,-5,1,-1.1,23,-0.8,9
CCn1c(SCC(=O)O)nnc1-c1ccc2[nH]c(C)c(C)c2c1,3,4,0,22,25,0.3,-58,1.3,4
Cc1ccc2c(c1)N(CC(=O)N1CCN(c3nc4ccccc4s3)CC1)C(=O)C(C)O2 (configuration not stated),14,11,1,-12,-62,-1.8,22,-0.3,8
COc1cccc2cc3c(=O)oc4ccccc4c3nc12,6,6,-7,6,-27,-2.4,8,0.0,27
COc1ccc(C2CC(=O)c3sc(NC(C)=O)nc3C2)cc1 (configuration not stated),6,14,5,-25,43,0.0,-22,0.9,-1
